SENP1 FRET inh: SENP1 (human) catalytic domain inhibition; inhibition, % at 10 µM; 360,000 compounds, 0.21% hits; recombinant SENP1 catalytic domain, CyPet-SUMO1-YPet FRET cleavage; AID 624204;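 active = inhibition at least 30% at 10 µM, raw YFP signal under a set limit, fluorescence ratio 0.5 to 1.5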;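 also: 0% = enzyme with DMSO and 100% = no enzyme wells; some results filed as inactive read as strong as hits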
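Controls: no-enzyme wells low, DMSO-plus-enzyme wells high control. Test system: human recombinant His6-tagged SENP1 catalytic domain enzyme. Reagent: SFCypet-SUMO1-SFYpet FRET protein substrate, 25 nM final. Doses: one dose per compound, 10 µM, 0.5% DMSO. Detection: FRET, CFP and YFP emission. Timing: 50 min reaction at room temperature.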
hIAP activ: increases human intestinal alkaline phosphatase activity; P09923; purified human IAP, CDP-Star luminescence, 30 min; hits give high values; 1 = vehicle-only enzyme, 0 = enzyme-free background; activation factor at 10 µM; 330,000 compounds, 0.16% hits;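 active = activation factor of the enzyme at least 2-fold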; also: the source names both 10 and 20 µM as test concentration; values of inactives mirror those of a sister screen read the other way
Target sequence (P09923 whole entry, looked up): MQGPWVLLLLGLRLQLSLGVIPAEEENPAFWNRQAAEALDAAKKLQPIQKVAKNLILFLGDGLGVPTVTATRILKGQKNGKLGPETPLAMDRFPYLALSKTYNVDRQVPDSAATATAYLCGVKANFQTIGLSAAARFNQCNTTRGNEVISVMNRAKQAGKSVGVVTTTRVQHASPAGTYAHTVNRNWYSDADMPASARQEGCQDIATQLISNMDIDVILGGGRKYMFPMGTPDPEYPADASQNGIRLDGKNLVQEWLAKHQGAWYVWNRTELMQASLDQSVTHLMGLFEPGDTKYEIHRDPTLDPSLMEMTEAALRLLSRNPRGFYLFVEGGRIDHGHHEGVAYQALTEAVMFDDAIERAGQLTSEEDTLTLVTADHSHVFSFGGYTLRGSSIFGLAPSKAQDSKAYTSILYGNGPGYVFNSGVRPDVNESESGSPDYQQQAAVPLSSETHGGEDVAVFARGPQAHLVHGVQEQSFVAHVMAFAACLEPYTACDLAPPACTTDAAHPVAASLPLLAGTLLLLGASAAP
ATG4B inh: ATG4B (human) cysteine protease inhibition. Q9Y4P1. ATG4B cleavage of LC3-PLA2, NBD-HPC fluorescence, 1 h. inhibition, % at 8.33 µM. 340,000 compounds, 0.51% hits. AID 504462; in the data active = inhibition above about 40%
SENP8 block: blocks human SENP8 cleavage of Nedd8 substrate; 360,000 compounds, 0.64% hits; Q96LD8; inhibition, % at 20 µM; AID 602440; recombinant SENP8, Nedd8 substrate fluorescence; in the data active = inhibition mostly above about 40%, no sharp cut-off; inactive = mostly below about 27%
PfGluPho inh: PfG6PD (Plasmodium falciparum) enzyme inhibition. PfGluPho enzyme, NADPH resazurin-diaphorase fluorescence. inhibition, % at 20 µM. 350,000 compounds, 0.78% hits. AID 504690;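 active = inhibition reaching at least a set limit at 20 µM in the primary screen, cut at about 59% in these data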;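 also: 0% = DMSO wells with substrate and 100% = DMSO wells lacking glucose-6-phosphate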
SENP6 inh: inhibitors of human SENP6 protease | inhibition, % at 10 µM | Recombinant SENP6 catalytic domain, aminoluciferin luminescence | Q9GZR1 | AID 2599 | 330,000 compounds, 1.8% hits;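 active = inhibition above about 50% at the single tested dose, limit read from the data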;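 also: plate controls were DMSO wells with enzyme for no effect and DMSO wells lacking enzyme for full effect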
Target sequence (Q9GZR1 628-1112 limits assumed): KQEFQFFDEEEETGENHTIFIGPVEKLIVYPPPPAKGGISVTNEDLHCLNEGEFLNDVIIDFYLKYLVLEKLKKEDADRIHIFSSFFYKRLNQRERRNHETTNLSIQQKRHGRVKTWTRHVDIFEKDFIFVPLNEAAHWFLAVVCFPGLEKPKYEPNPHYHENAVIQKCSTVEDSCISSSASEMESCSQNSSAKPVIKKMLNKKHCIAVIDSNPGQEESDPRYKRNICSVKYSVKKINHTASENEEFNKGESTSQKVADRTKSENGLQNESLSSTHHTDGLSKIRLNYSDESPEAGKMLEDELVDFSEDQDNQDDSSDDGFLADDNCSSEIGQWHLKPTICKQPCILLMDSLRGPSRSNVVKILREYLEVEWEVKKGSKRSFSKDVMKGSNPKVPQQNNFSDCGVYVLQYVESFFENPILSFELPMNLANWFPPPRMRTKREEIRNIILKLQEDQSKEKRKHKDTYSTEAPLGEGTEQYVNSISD
GRIN3A LBD mod: modulators (binders) of human NR3A ligand-binding domain; 340,000 compounds, 2.5% hits; Tm shift relative to glycine control, % at 25 µM; NR3A LBD differential scanning fluorimetry, Tm shift; 0% = protein alone, 100% = glycine-bound protein; AID 1259313;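 active = melting temperature shift of at least 10% of the positive control shift, at one fixed dose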
MPTP block: inhibitors of mitochondrial permeability transition pore; 360,000 compounds, 1.4% hits; inhibition, % at 10 µM; AID 602449; isolated mouse mitochondria, Ca2+ swelling absorbance, 30 min;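 active = inhibition of 50% or more, scaled per plate between neutral and stimulator controls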;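 also: 0% = DMSO wells given calcium and 100% = 1 mM EGTA wells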
* marks the source's active call; other numbers are inactive results; . = not tested or not shown.

SMILES	SENP1 FRET inh	hIAP activ	ATG4B inh	SENP8 block	PfGluPho inh	SENP6 inh	GRIN3A LBD mod	MPTP block
COC(=O)c1ccc(NC(=O)c2cccnc2)cc1	0	1.1	3	8	-15	-15	3	0.2
CCN(CC(=O)NCc1cccs1)S(=O)(=O)c1cccc(Br)c1	2	1.2	1	14	14	13	0	-0.7
COc1ccc(CNS(=O)(=O)c2ccc(F)c(C(=O)Nc3ccccc3OC)c2)cc1	0	1.1	-8	7	33	1	1	0.9
NC(=O)CSc1nnc(-c2ccco2)n1N	1	0.99	9	14	-15	-10	-4	-0.9
Cc1ccc(-n2nnnc2-c2cnn(-c3cccc(F)c3)c2C(F)(F)F)cc1	1	1.1	-6	16	-11	3	8	4.8
N#CC1=C(N)SC(N)=C(C#N)C1c1ccc([N+](=O)[O-])cc1	-47	0.92	0	16	40	8	-6	19
Cc1cccc(C)c1NC(=O)NC1(C(=O)N2CCOCC2)CCCCC1	2	1.1	-3	5	4	-8	-1	-1.4
O=C1CCN(CCc2ccccc2)CCN1[C@H](CSc1ccc(Br)cc1)Cc1ccccc1	-4	0.93	-6	11	16	-11	-1	3.6
Cc1nn(C)cc1CNC(=O)Nc1ccc(Br)cc1Cl	0	0.98	-21	16	-5	-7	-1	9.3
CCOc1ccc(NC(=O)CN(C)C(=O)c2ccc(N3CCCCC3)c([N+](=O)[O-])c2)cc1OCC	2	0.86	3	24	5	-11	1	-0.1
CC1CCCCC1NC(=O)C1CCCN(S(=O)(=O)c2ccc(-n3cnnn3)cc2)C1 (stereo not drawn)	0	0.89	-1	6	-12	-15	0	-2.8
COc1cc(SC)ccc1C(=O)NCCc1ccccc1	0	1.1	-4	12	22	-3	-2	1.1
O=C(CSc1ccc2nnc(-c3ccc(F)cc3)n2n1)N1CCCc2ccccc21	2	0.98	-14	-150	-15	-8	-1	-1.1
CC(NC(=O)COc1cccnc1[N+](=O)[O-])c1ccc(Cl)cc1Cl (stereo not drawn)	0	0.89	-6	8	28	22	-2	0.6
CCOC(=O)C1(C(=O)OCC)C(C(=O)c2ccccc2)C1c1ccccc1 (stereo not drawn)	3	.	6	3	17	.	-3	0.9
Cc1cccc2sc(NC(=O)c3ccc(OCC4CCCO4)cc3)nc12 (stereo not drawn)	-1	1	-6	-90	8	6	-3	-0.2
C[C@@H]1CC[C@H](O)/C=C/C(=O)O[C@H](C)CC[C@H](O)/C=C/C(=O)O1	-8	0.97	-2	32	16	6	0	0.0
CC(=O)C1=C(O)C(=O)N(Cc2cccnc2)C1c1ccccc1Cl (stereo not drawn)	-2	0.92	0	-2	-17	-22	-1	-1.4
Cc1cc(C(C)(C)C)cc(C)c1N	1	0.98	1	7	12	-10	-14	1.8
O=C(COC(=O)c1ccc(O)cc1)NC1CCCCCC1	2	0.91	2	5	2	-17	2	-1.8
Cc1[nH]c2ccccc2c1CCN(Cc1cccs1)C(=S)Nc1ccccc1	1	0.86	-13	14	17	5	-3	0.5
Cc1nnc(SCCn2c(N3CCCCC3)nc3c2c(=O)[nH]c(=O)n3C)s1	-1	1.1	4	11	2	6	2	6.8
CC(C)CCNC(=O)c1cc(S(=O)(=O)N2CCCCC2)ccc1N1CCOCC1	0	0.98	-1	-4	-11	-26	-1	-0.3
O=S(=O)(Nc1ccc(Cc2ccncc2)cc1)c1ccc(Br)cc1	6	1	1	7	-4	-13	-12	-0.2
CCN(CC)CCNc1nc2c(c(=O)[nH]c(=O)n2C)n1CCCc1ccccc1	3	0.88	7	13	9	-2	1	-0.5
SMILES	SENP1 FRET inh	hIAP activ	ATG4B inh	SENP8 block	PfGluPho inh	SENP6 inh	GRIN3A LBD mod	MPTP block
CCn1nc(C)c(/C=N/NC(=O)Cc2ccc(Cl)cc2)c1C	3	1.1	-1	4	9	-3	2	2.3
Cc1ccc(CC(=O)Nc2cccc(C)n2)cc1	-1	1.2	-5	2	-8	-7	-1	-2.6
NC(=O)c1ncn([C@@H]2O[C@H](CNCc3cccn3-c3ccncc3)[C@@H](O)[C@H]2O)n1	-1	.	-2	0	-24	.	-2	-0.1
C/C(=N\Nc1nc2ccccc2[nH]1)c1ccc([N+](=O)[O-])cc1	19	1.1	-4	54*	15	-12	-4	24
O=Cc1ccc(OCC(=O)N2CCc3ccccc32)c(Br)c1	-2	0.97	10	4	-16	31	-2	-0.9
COc1cc(CNCCCN2CCOCC2)cc(Cl)c1OCC(=O)NC(C)(C)C	3	0.79	1	6	-3	-1	-1	1.3
CNC(=O)CN1C(=O)NC(c2ccccc2)(c2ccccc2)C1=O	0	1.1	-1	4	-2	-34	2	0.3
Cc1cccc(NC(=S)NCc2ccc(F)cc2)c1	-1	1.1	20	10	-5	-12	-4	25
Brc1ccc2ncnc(NCc3ccco3)c2c1	-8	1	-7	-15	24	-18	-4	43
Cc1ccc(NC(=O)COc2ccccc2[N+](=O)[O-])nc1	0	1	-1	4	6	72*	0	2.3
CC(C)C(C(=O)NC(C)(C)C)N(CCN1CCOCC1)C(=O)CNS(=O)(=O)c1ccccc1 (stereo not drawn)	7	0.85	9	6	-5	-7	1	0.7
Cc1cccc(N(C)Cc2nnc(-c3cccc(Br)c3)o2)c1	1	1.1	-3	4	3	-25	4	1.5
CC(=O)c1c(C)[nH]c(C(=O)NNC(=O)c2ccc(C)cc2)c1C	2	1.1	0	-8	22	-20	4	-0.8
Cc1nc(N/N=C/c2ccc(Br)cc2)cc(N2CCOCC2)n1	0	1	-8	3	1	-11	1	0.3
CCN1CCN(Cc2ccc(NC(=O)c3cc(NC(=O)c4nccnc4N)cc(OC)c3)cc2C(F)(F)F)CC1	-6	0.97	-20	-170	13	-6	-25	-1.3
COc1ccccc1C(=O)Nc1ccnn1C1CCN(Cc2cnc(N(C)C)s2)CC1	2	1.1	-7	4	16	-2	-1	-0.4
CCC(=O)Nc1ccc2c(c1)nc(CCNC(=O)c1ccco1)n2C	2	0.96	-6	-6	-6	-12	0	-0.3
Cc1ccc(NC(=O)C(=O)NCc2ccc(/C=N/NC(=O)c3c(C)nc4ccccn34)o2)cc1	2	0.75	-14	-8	30	14	2	0.2
O=C1CC(Nc2ccc(N3CCOCC3)cc2)C(=O)N1CCc1ccccc1 (stereo not drawn)	4	1.3	-12	35	29	-12	1	-0.5
COc1cccc(COC(=O)CCNC(=O)c2ccc(Cl)cc2)c1OC	0	0.96	-8	10	2	1	-1	-2.4
Cc1ccc(C)c(NC(=S)N2CCC(C(=O)c3ccc(F)cc3)CC2)c1	4	.	.	19	2	.	.	0.2
Cc1ccc(NC(=O)CCN2CCCCC2)cc1	2	0.89	2	17	-10	6	-2	-0.6
CCS(=O)(=O)c1ccc(-c2cccc(NC(=O)c3ccc(Br)o3)c2)nn1	4	0.92	5	20	-4	-3	-2	0.0
COc1ccc(NC(=O)N(C)C[C@@H]2Oc3cc(Br)ccc3S(=O)(=O)N([C@H](C)CO)C[C@H]2C)cc1	0	.	.	-23	-3	.	.	1.1
O=C(c1ccco1)N1CCN(Cc2cccc([N+](=O)[O-])c2)CC1	2	1.1	-2	11	-11	7	1	-2.0
SMILES	SENP1 FRET inh	hIAP activ	ATG4B inh	SENP8 block	PfGluPho inh	SENP6 inh	GRIN3A LBD mod	MPTP block
CCOC(=O)c1c(C)[nH]c(C(=O)CSc2nnnn2-c2ccccc2)c1C	0	1.2	-3	1	-11	-6	-4	2.4
O=C(C(=O)N1CCCC1)c1c(-c2ccccc2)[nH]c2ccccc12	5	0.96	11	14	1	11	2	1.4
CCC/C(=C1/c2ccccc2C(=O)N1c1ccccc1)c1ccc2c(c1)OCCO2	-1	0.83	-7	-37	-4	4	-4	0.9
CCc1ccc(NC(=O)COC(=O)CCC2CCCC2)cc1	5	0.91	0	10	9	-18	-9	-0.5
CCN(Cc1cc2cc(OC)ccc2[nH]c1=O)C(=O)c1ccncc1	-3	1.3	3	-258	-2	-8	-1	-1.1
O=S(=O)(c1cccc2nsnc12)N1CCOCC1	0	0.94	2	18	-8	-11	1	-2.0
CCCCCCCCCC(=O)NNC(=O)c1c(O)c2ccccc2n(CCC)c1=O	0	1.1	-4	-36	-34	-1	-7	30
O=Cc1c(SCCO)nc2ccccn2c1=O	-8	1	3	4	4	-4	-1	-0.9
O=C(Nc1ccc(NC(=O)c2ccc(Cl)c(S(=O)(=O)N3CCOCC3)c2)cc1)c1ccccc1	2	1.2	6	-54	-5	-3	-2	1.3
CCN(CC)c1ccc(O)c(C=Nc2ccc(C)c(C)c2)c1	-14	1	4	5	34	-6	3	4.5
Cc1ccc2oc(C(=O)N3CCC(O)(c4cccc(C(F)(F)F)c4)CC3)c(C)c2c1	-2	1	-3	15	25	-8	-8	0.3
Cc1ccccc1OCC(=O)NCC1CCCO1 (stereo not drawn)	1	0.96	-7	17	8	-8	2	-0.7
COC(=O)c1ccc(Cn2cnc3c(cnn3-c3ccc(C)c(C)c3)c2=O)o1	-1	1	-3	-27	11	-19	2	5.2
CN1CCN(S(=O)(=O)c2cccc(S(=O)(=O)c3cccc(S(=O)(=O)N4CCN(C)CC4)c3)c2)CC1	0	0.9	0	1	3	0	0	1.8
Cc1ccc(-n2c(-c3ccco3)nc3nc4ccccc4nc32)cc1	-44	0.9	-7	-401	-3	-2	0	-2.1
COC(=O)c1sc(N)c(C(=O)OC)c1COC(=O)CNS(=O)(=O)c1ccc(C)c(C)c1	-5	0.93	-14	-13	0	-4	-15	1.9
Cc1oc(-c2ccccc2F)nc1CS(=O)(=O)CC(=O)NCCCN1CC(C)CC(C)C1 (stereo not drawn)	0	1.3	-7	12	-5	-18	1	-1.0
Cc1cccc(N2CC(C(=O)Nc3nnc(SCC(=O)N4CCOCC4)s3)CC2=O)c1 (stereo not drawn)	0	0.95	-3	10	20	-4	0	-0.5
CC1CCCC(NC(=O)C2CCN(S(=O)(=O)c3cnc[nH]3)CC2)C1C (stereo not drawn)	0	1.2	-2	5	11	-2	1	-1.0
CCn1c(SCC(=O)N/N=C(/C)c2ccncc2)nc2ccccc21	2	0.95	-6	14	-3	3	-3	2.7
COc1ccccc1CNC(=O)C(=O)NCCC1CCCCN1S(=O)(=O)c1cccs1 (stereo not drawn)	0	0.97	-8	8	14	-15	0	-0.6
N/C(=N/OC(=O)c1cccc([N+](=O)[O-])c1)c1cccc([N+](=O)[O-])c1	1	1	6	26	-2	-19	0	-1.5
Cc1ccc(S(N)(=O)=O)cc1NC(=O)C1CC2CCC1C2 (stereo not drawn)	1	0.94	5	10	3	12	2	-0.4
COc1cccc(-n2cnc3c(sc4nc(N5CCOCC5)c5c(c43)CCCC5)c2=O)c1	-1	0.94	-15	-407	1	33	-1	0.0
COc1ccccc1CNC(=O)C1CSC2(C)CCC(=O)N12 (stereo not drawn)	0	0.94	3	2	-14	-1	-2	0.9
COc1cccc(/C=N/Nc2ccc([N+](=O)[O-])cn2)c1O	-27	1.2	15	-28	-14	90*	29*	4.3

One compound at a time, as listed above:
Profile of Cc1ccc2oc(C(=O)N3CCC(O)(c4cccc(C(F)(F)F)c4)CC3)c(C)c2c1 : SENP1 FRET inh: -2; hIAP activ: 1; ATG4B inh: -3; SENP8 block: 15; PfGluPho inh: 25; SENP6 inh: -8; GRIN3A LBD mod: -8; MPTP block: 0.3
Profile of Cc1ccc(S(N)(=O)=O)cc1NC(=O)C1CC2CCC1C2 (stereo not drawn) : SENP1 FRET inh: 1; hIAP activ: 0.94; ATG4B inh: 5; SENP8 block: 10; PfGluPho inh: 3; SENP6 inh: 12; GRIN3A LBD mod: 2; MPTP block: -0.4

Two records drawn at random from the list so far, as already listed:
SMILES	SENP1 FRET inh	hIAP activ	ATG4B inh	SENP8 block	PfGluPho inh	SENP6 inh	GRIN3A LBD mod	MPTP block
CCN(CC)c1ccc(O)c(C=Nc2ccc(C)c(C)c2)c1	-14	1	4	5	34	-6	3	4.5
Cc1ccccc1OCC(=O)NCC1CCCO1 (stereo not drawn)	1	0.96	-7	17	8	-8	2	-0.7

Random draw from the library; 6.7% or so of the library scored in one or more.
